From PubChem
HEK293 viab: GF-AFC viability counterscreen for inhibitors of alpha-synuclein gene (SNCA) expression | 0.12% of 150,000 active | HEK-293-SNCA-luc viability, GF-AFC fluorescence, 24 h | AID 1671193, 2021 | Potency, µM (series often up to 57.1 µM), inactives show at the highest dose activity change, negative = cytotoxicity, usual class: cytotoxic;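 also: potency is read from the fitted curve at half-maximal effect; 0% = DMSO-treated cells and -100% = medium-only wells without cells; nearly all actives have a fitted effect of over 30% in size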
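HEK-293-SNCA-luc cells (1500/well) plated 24 h, then exposed 24 h to a dilution series; GF-AFC added 30 min at 37C, fluorescence 405/540 nm; normalised to medium-only and DMSO wells, Hill fit.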
SNCA expr inhib: Primary qHTS assay for inhibitors of alpha-synuclein gene (SNCA) expression | AID 1671194, 2021 | 0.17% of 140,000 active | HEK-293 SNCA-luciferase knock-in, luminescence, 24 h | Potency, µM (doses to about 57.2 µM), for inactives: at the top dose activity change, negative = inhibition, usual class: inhibitors;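 also: potency is read from the fitted curve at half-maximal effect; plate controls were DMSO cells for no effect and cell-free wells for full effect; nearly all actives have a fitted effect of over 45% in size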
HEK293 tox: Cytotoxic Profiling in HEK 293 Cell Line of Diverse Libraries Using Quantitative High-Throughput Screening; HEK 293 viability, ATP luminescence (CellTiter-Glo), 48-72 h; 6.6% of 94,000 active; AID 1345083, 2018; Potency, µM (titrated, usually from 115 µM), without a hit: at the highest dose activity change, negative = cytotoxicity, hits mostly inhibitors; also: potency is read from the fitted curve at half-maximal effect; nearly all actives have a fitted effect of over 60% in size
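250 HEK 293 cells/well; compound by pintool; incubated 48 or 72 hr at 37 degree Celsius; CellTiter-Glo added, 10 min RT, luminescence imaged.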
3T3 cytotox: Cytotoxic Profiling in NIH 3T3 Cell Line of Diverse Libraries Using Quantitative High-Throughput Screening. 4.3% of 94,000 active. AID 1345082, 2018. Potency, µM (series often up to 96.7 µM), without a hit: at the top dose activity change, negative = cytotoxicity, usual class: inhibitors. NIH 3T3 viability, CellTiter-Glo ATP luminescence, 48-72 h; also: potency is read from the fitted curve at half-maximal effect; nearly all actives have a fitted effect of over 55% in size
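Cytotoxicity was measured by CellTiter-Glo ATP luminescence after 48 or 72 h compound exposure at 37 °C. Mouse NIH 3T3 fibroblasts were seeded at 400 cells/well and dosed by 23 nL pin transfer.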
GPT2 inh: Primary qHTS assay for inhibitors of Glutamate pyruvate transaminase 2 (GPT2); Alanine aminotransferase 2 (Homo sapiens), Q8TD30; Recombinant GPT2, coupled pyruvate oxidase/HRP Amplex Red fluorescence; Potency, µM (highest dose often 57.7 µM), for the others: top-dose activity change, negative = inhibition, actives largely listed as inhibitors; 0.25% of 100,000 active; AID 1671188, 2021; also: potency is read from the fitted curve at half-maximal effect; nearly all actives have a fitted effect of over 60% in size; many of its hits are not listed in these tables
Target sequence (Q8TD30 whole entry, looked up): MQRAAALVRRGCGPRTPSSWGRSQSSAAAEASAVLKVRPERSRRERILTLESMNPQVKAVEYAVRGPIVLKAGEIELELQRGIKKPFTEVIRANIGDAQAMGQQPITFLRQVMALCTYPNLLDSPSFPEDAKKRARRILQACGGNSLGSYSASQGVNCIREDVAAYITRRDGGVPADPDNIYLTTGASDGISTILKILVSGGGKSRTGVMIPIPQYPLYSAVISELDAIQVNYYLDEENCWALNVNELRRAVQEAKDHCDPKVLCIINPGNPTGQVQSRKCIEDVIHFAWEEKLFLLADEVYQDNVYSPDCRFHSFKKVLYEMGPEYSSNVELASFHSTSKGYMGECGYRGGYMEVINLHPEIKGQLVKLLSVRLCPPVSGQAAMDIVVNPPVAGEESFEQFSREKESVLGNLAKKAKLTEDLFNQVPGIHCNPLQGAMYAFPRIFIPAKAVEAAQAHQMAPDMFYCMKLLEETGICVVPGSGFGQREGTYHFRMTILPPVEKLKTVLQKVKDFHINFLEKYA
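Recombinant GPT2 (10ng/uL) with 250uM a-KG and 2mM L-alanine, 30 min at room temperature, in HEPES pH 7.5 buffer. Pyruvate detected by pyruvate oxidase/HRP/Amplex Red fluorescence after 30 min in the dark; AOA (50uM) as positive control.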
Luciferase inh: Firefly luciferase inhibition profiling of diverse chemical library using quantitative high-throughput screening. Luciferin 4-monooxygenase (Photinus pyralis), P08659. purified P. pyralis luciferase, luminescence, biochemical. Potency, µM (top dose mostly 115 µM), without a hit: at the top dose activity change, negative = inhibition, most hits filed as inhibitors. 2.5% of 76,000 active. AID 1347043, 2019; also: potency is read from the fitted curve at half-maximal effect; nearly all actives have a fitted effect of over 65% in size
Target sequence (P08659 whole entry, looked up): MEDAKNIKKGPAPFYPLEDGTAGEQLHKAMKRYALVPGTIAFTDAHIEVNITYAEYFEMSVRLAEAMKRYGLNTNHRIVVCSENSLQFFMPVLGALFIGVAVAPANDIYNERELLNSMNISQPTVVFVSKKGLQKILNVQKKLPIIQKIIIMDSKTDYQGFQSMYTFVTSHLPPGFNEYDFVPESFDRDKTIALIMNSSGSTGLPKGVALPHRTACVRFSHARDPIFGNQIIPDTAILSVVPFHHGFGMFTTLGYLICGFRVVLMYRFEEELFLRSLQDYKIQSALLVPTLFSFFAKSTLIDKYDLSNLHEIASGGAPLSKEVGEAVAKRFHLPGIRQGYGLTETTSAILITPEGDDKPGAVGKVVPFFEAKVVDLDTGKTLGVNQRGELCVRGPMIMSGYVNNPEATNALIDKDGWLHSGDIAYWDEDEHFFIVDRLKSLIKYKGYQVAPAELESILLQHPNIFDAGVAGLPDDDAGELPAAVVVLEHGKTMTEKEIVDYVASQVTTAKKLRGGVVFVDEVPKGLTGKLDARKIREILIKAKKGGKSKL
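Purified 10nM P. pyralis luciferase with 10uM D-luciferin and 10uM ATP in 50mM Tris acetate pH 7.5, 10mM Mg acetate, 0.01% Tween-20, 0.05% BSA. qHTS titration; luminescence read by CCD imager.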
IP6K1 inhibitor: Primary qHTS assay for small molecule inhibitors of Inositol hexaphosphate kinase 1 (IP6K1); Inositol hexakisphosphate kinase 1 (Homo sapiens), Q92551; IP6K1 kinase, ADP-Glo luminescence, 2 h; active compounds read low; activity change, % (series mostly up to about 58 µM); 0.81% of 140,000 active; AID 1645851, 2021; in the data active = activity change below about -25%
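ADP-Glo luminescence measures ADP made by human IP6K1 during a 2 h RT reaction with ATP/IP6 (mix at 1.3 mM/130 uM); top library doses 57.5 and 19.1 uM final.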
Numbers without * were called inactive; i = inactive; ? = inconclusive; . = not tested or not shown; [ ] = another dose, or the depositor's remark. Unless noted, calls follow the shape of the dose curve; as a rule, active = well fitted curve in the direction sought with a large enough effect; inconclusive = small, poorly fitted or top-dose-only effect, or another doubt; inactive = no such curve, though single readings can be large; an effect the other way counts as inactive or inconclusive. Unless noted, % is scaled to controls: 0 for no effect and ±100 for the full control effect. A portion of the library; count on the stated rates, not on these rows.

SMILES | HEK293 viab | SNCA expr inhib | HEK293 tox | 3T3 cytotox | GPT2 inh | Luciferase inh | IP6K1 inhibitor
Cc1ccc(Cl)cc1N1C(=O)N(Cc2ccc(C#N)cc2)c2ccccc2S1(=O)=O | -12% | -1% | . | . | . | . | 8
COc1ccc(C(=O)NC2CCN(c3ccc4nnc(C5CC5)n4n3)CC2)cc1 | . | . | ? | ? | . | . | 13
Cc1oc2ccn(Cc3ccc(F)cc3)c(=O)c2c1C(=O)NCc1cc(F)ccc1F | 11% | 5% | ? | ? | i | -4% | 21
COc1ccccc1Oc1c(NS(=O)(=O)c2ccc(C)cn2)nc(-c2ccncc2)nc1OC | -31% | . | . | . | i | . | -4
Cn1cc(CC(=O)N2CCCc3ncc(C(=O)N4CCC(c5ccccc5)CC4)cc32)c2ccccc21 | ? | ? | 40µM* | ? | -2% | -13% | 15
CCOc1ccc(N2CC(c3nc4ccccc4n3CCOc3ccc(OC)cc3)CC2=O)cc1 (stereo not drawn) | -2% | 0% | . | . | . | . | -12
CCCCNc1ccc(-c2ccc(CN3CCOCC3)cn2)c(NC2CCC(O)CC2)c1 (stereo not drawn) | 0%[23.9 µM] | . | . | . | i | . | 5
CC(C)(C)C(=O)N1CCC(OC2CCN(Cc3ccccc3)CC2)CC1 | -20% | -9% | -5% | -14% | i | -2% | 0
O=C(CCc1cc2n(n1)CCCNC2)N1CCCN(c2ccncc2)CC1 | -3% | 3% | 3% | 2% | -7% | -5% | -11
CC(=O)Nc1ccc(C2(C(=O)O)CCCCC2)cc1 | 8% | -10% | 5% | -19% | ? | -9% | 5
Cc1oc2ncnc(N3CCOCC3)c2c1C(=O)NCCc1ccccc1 | 5% | 77%[activator] | . | . | . | . | 2
Oc1cccc(-c2cnc3n[nH]c(-c4ccccc4)c3n2)c1 | -2%[87.6 µM] | 1%[87.6 µM] | ? | -22%[174 µM] | i | 0%[230 µM] | 11
O=C(CN1C(=O)NC2(CCS(=O)(=O)CC2)C1=O)Nc1cccc(F)c1 | 4% | 36%[activator] | 5% | i | -2% | -7% | -3
Cc1cc(C)c(NC(=O)CSc2nccn2-c2cccc(Cl)c2)c(C)c1 | -11% | 42% | . | . | . | . | -7
CCN(CC)S(=O)(=O)c1cc(-c2onc(C)c2C)ccc1OC | 3% | 0% | . | . | . | . | 36
O=C(NC1CCNCC1)C1CCCN(c2nc(-c3ccccc3)nc3c2CCC3)C1 (stereo not drawn) | -29% | -28% | ? | 40µM* | -5% | -7% | -2
C[C@@H](NC(=O)NC1CCCCC1)c1onc(-c2cccnc2)c1C(=O)O | -1%[87.6 µM] | 5%[87.6 µM] | 4%[172 µM] | -3%[138 µM] | -11%[88.5 µM] | 6%[172 µM] | 14
CC(C)NC(=O)c1ccc(-c2ccc(N3CCCCC3)nc2)cc1 | 2% | 26% | -17% | -5% | i | ? | 2
CC(C)NC(=O)N1Cc2ccccc2OC2(CCN(C(=O)N3CCN(C)CC3)CC2)C1 | 3% | -25% | 2% | 4% | -6% | . | 3
Cc1ccc(NC(=O)c2cc(S(=O)(=O)NCCC3=CCCCC3)ccc2F)cc1C | -3% | -9% | . | . | . | . | -26*

An excerpt from above in order of length of the SMILES, rising:
SMILES | HEK293 viab | SNCA expr inhib | HEK293 tox | 3T3 cytotox | GPT2 inh | Luciferase inh | IP6K1 inhibitor
Cc1oc2ncnc(N3CCOCC3)c2c1C(=O)NCCc1ccccc1 | 5% | 77%[activator] | . | . | . | . | 2
O=C(CCc1cc2n(n1)CCCNC2)N1CCCN(c2ccncc2)CC1 | -3% | 3% | 3% | 2% | -7% | -5% | -11
CC(C)(C)C(=O)N1CCC(OC2CCN(Cc3ccccc3)CC2)CC1 | -20% | -9% | -5% | -14% | i | -2% | 0
O=C(NC1CCNCC1)C1CCCN(c2nc(-c3ccccc3)nc3c2CCC3)C1 (stereo not drawn) | -29% | -28% | ? | 40µM* | -5% | -7% | -2
Cc1ccc(NC(=O)c2cc(S(=O)(=O)NCCC3=CCCCC3)ccc2F)cc1C | -3% | -9% | . | . | . | . | -26*
Cc1oc2ccn(Cc3ccc(F)cc3)c(=O)c2c1C(=O)NCc1cc(F)ccc1F | 11% | 5% | ? | ? | i | -4% | 21
CCOc1ccc(N2CC(c3nc4ccccc4n3CCOc3ccc(OC)cc3)CC2=O)cc1 (stereo not drawn) | -2% | 0% | . | . | . | . | -12
CC(C)NC(=O)N1Cc2ccccc2OC2(CCN(C(=O)N3CCN(C)CC3)CC2)C1 | 3% | -25% | 2% | 4% | -6% | . | 3
COc1ccccc1Oc1c(NS(=O)(=O)c2ccc(C)cn2)nc(-c2ccncc2)nc1OC | -31% | . | . | . | i | . | -4
Cn1cc(CC(=O)N2CCCc3ncc(C(=O)N4CCC(c5ccccc5)CC4)cc32)c2ccccc21 | ? | ? | 40µM* | ? | -2% | -13% | 15

More results
SMILES | HEK293 viab | SNCA expr inhib | HEK293 tox | 3T3 cytotox | GPT2 inh | Luciferase inh | IP6K1 inhibitor
Cc1cc(C(=O)N2CCCC(CN3CCOCC3)CC2)nn1C (stereo not drawn) | -4% | 0% | 3% | -3% | i | 3% | -2
O=[S+]([O-])(c1ccccc1)N1CCn2c(nnc2-c2ccccc2)C1 | -2% | 21% | -1% | -11% | ? | -5% | 3
CCn1cc(-c2cc(C(=O)N3CCCCCC3)c3cccc(C)c3n2)cn1 | ? | 3% | ? | ? | i | -11% | 1
O=C(COc1ccc(F)cc1)Nc1ccc2nc(SCc3ccccc3)sc2c1 | 8% | -15% | . | . | . | . | 8
CCOC(=O)c1cc(-c2ccccc2)n(CCC(=O)NCCc2ccccc2)c1C | -13% | ? | . | . | . | . | -4
N#C/C(=C\c1ccc(O)c(O)c1)C(=O)c1ccc(O)c(O)c1 | -8% | 11% | . | . | ? | . | .
CCc1ccccc1NC(=O)c1cc(S(=O)(=O)N2CCC(C)CC2)cn1C | 11% | -18% | . | . | . | . | 3
Cc1ccc(-c2ccccc2CN2CCN(C(=O)c3ccc(C(F)(F)F)cc3)CC2)cc1Cl | 3%[12.5 µM] | -6% | ? | ? | i | . | -12
Cc1ccc(C)c(CN2C(=O)c3ccccc3Sc3ccc(C(=O)NCc4cccs4)cc32)c1 | -13% | -19% | . | . | . | . | -8
CCOc1cccc(CC(=O)N2CCc3c([nH]c4ccc(OC)cc34)C2c2ccc(F)cc2)c1OCC (stereo not drawn) | 4% | -14% | . | . | . | . | -6
COc1cccc(NC(=O)c2cccc3c(=O)c4c([nH]c23)CCCC4)c1 | -8% | 17% | . | . | . | . | 4
COc1ccc(S(=O)(=O)N[C@H]2[C@H](O)[C@H](O)C[C@@H]2c2ccc(C(F)(F)F)nc2)cc1 | 1%[87.6 µM] | 15%[87.6 µM] | -8%[172 µM] | -8%[174 µM] | ? | 5%[172 µM] | 0
CC(C)S(=O)(=O)c1oc(-c2cccs2)nc1S(=O)(=O)c1ccc(F)cc1 | ? | 14µM* | . | . | . | . | -3
Cc1ccc(NC(=O)CN2CCCN(Cc3ccccc3Cl)S2(=O)=O)c(C)c1 | 28% | ? | . | . | . | . | -21
CCc1nc2c(=O)n(CC(=O)NCCC3=CCCCC3)nc(C)c2s1 | 2% | -2% | 1% | -5% | -2% | 3% | 0
CCCOc1ccc(C(=O)NCC(c2ccc(OC)cc2)N2CCCCC2)cc1 (stereo not drawn) | -4% | -1% | . | . | . | . | 7
COc1ccc(C(=O)N2CCC3(CC2)OCC(C(=O)NC2CC2)N3C(=O)c2ccccc2)cc1OC (stereo not drawn) | 11% | 18% | -1% | 0% | i | 0% | -12
COc1ccc(NC(=O)NC[C@H]2O[C@@H]3C[C@@H](CC(=O)N4CCOCC4)O[C@@H]3[C@@H]2O)cc1 | 7%[87.6 µM] | 23%[87.6 µM] | -2%[172 µM] | -18%[174 µM] | -37%[88.5 µM] | -11%[172 µM] | 1
Cc1ccc(NC(=O)CSc2nncn2C)c(C)c1 | -12% | 17% | . | . | . | . | 2
Cc1ccc(CNC(=O)N2CCCCC2c2nc(C3CC3)n[nH]2)cc1 (stereo not drawn) | 5% | 12% | 6% | i | -1% | 8% | 8
CCOC(=O)c1ccc2c(c1)N(CC(=O)Nc1ccc(CC)cc1)C(=O)c1ccccc1S2 | 1% | -2% | . | . | . | . | -13
Cc1nn(-c2ccc(C(C)C)cc2)c(C)c1[C@@H]1C=C[C@@H](NC(=O)NCc2ccccc2)C1 | ? | ? | 25µM* | 25µM* | i | ? | -4
COc1ccc(NC(=O)C(=O)NCCc2csc(-c3ccc(Cl)cc3)n2)cc1OC | 13% | 0% | . | . | . | . | 43
COc1c(/C=C/C(C)(C)O)ccc2c1C(=O)OCc1cc(C)cc(O)c1O2 | -17% | . | . | . | i | . | -7
CC(=O)c1ccc(NC(=O)c2sc(-n3nc(C)c(Cc4ccccc4)c3C)nc2C)cc1 | 10% | 11% | . | . | . | . | -21
N#Cc1cccc(NC(=O)Cn2ccn3nc4c(c3c2=O)CCCC4)c1 | -2% | -5% | 9% | i | -26% | -5% | 21
Cc1nc2ccccc2n1CCc1nc2c3ccccc3nc(SCC(=O)Nc3cccc(C(F)(F)F)c3)n2n1 | -14% | 0% | . | . | . | . | 15
CN(C)C[C@@H]1CN(C)C[C@H]1NC(=O)c1cc(F)ccc1Cl | 5% | -26% | -10% | -15% | -11% | 1% | -3
O=C(CC1Oc2ccc(Cl)cc2NC1=O)NCc1ccccc1 (stereo not drawn) | 0% | 3% | . | . | . | . | -16
COc1ccc(CCC(=O)NCc2ccc3c(c2)CCN3C(=O)c2cccc(C)c2)cc1 | ? | ? | . | . | . | . | 7
COCCCNC(=O)c1cc(C(C)(C)C)nc2c1cnn2C | 3%[87.6 µM] | 26%[87.6 µM] | -12%[172 µM] | ? | -15%[88.5 µM] | . | -4
CCc1nnc2c3ccccc3nc(N3CCN(c4cc(Cl)ccc4C)CC3)n12 | -2% | -2% | . | . | . | . | 7
O=C1Nc2ccc(-c3ccc(Cl)cc3)cc2C(=O)N2CC[C@H](NC(=O)N3CCOCC3)[C@@H]12 | 5% | 33%[activator] | i | ? | -7% | ? | -9
